Screening data (PubChem)
PAFAH1B2 inh: PAFAH1B2 enzyme inhibitors, primary screen, biochemical, fluorescence polarization, human; recombinant PAFAH1B2, FP-rhodamine activity probe; Platelet-activating factor acetylhydrolase IB subunit alpha2 (Homo sapiens), P68402; inhibition, % at 3.39 µM; 340,000 compounds, 1.2% hits;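 active = inhibition above the mean of all tested compounds plus 3 SD, cut at about 24% in these data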;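 note: 0% = enzyme with DMSO and 100% = wells lacking PAFAH1B2; many of its hits are not listed in these tables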
Target sequence (P68402 whole entry, looked up): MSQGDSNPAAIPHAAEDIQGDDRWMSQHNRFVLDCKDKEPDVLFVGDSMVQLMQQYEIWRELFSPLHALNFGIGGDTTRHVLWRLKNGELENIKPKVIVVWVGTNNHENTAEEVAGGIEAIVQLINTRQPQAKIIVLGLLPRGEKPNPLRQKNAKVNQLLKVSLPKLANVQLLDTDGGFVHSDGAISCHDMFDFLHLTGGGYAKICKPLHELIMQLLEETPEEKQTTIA
MCL1 BIM primary: inhibitors of MCL1 binding to BIM-BH3, primary screen, biochemical, fluorescence polarization; Induced myeloid leukemia cell differentiation protein Mcl-1 (Homo sapiens), Q07820; GST-MCL1 / FITC-Bim-BH3 fluorescence polarization; inhibition, % at 10.9 µM; 320,000 compounds, 0.68% hits;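 active = inhibition above the mean inhibition of all tested compounds plus 3 SD, set per campaign, cut at about 40% in these data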;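 note: 0% = DMSO wells and 100% = unlabeled Bim-BH3 peptide control; higher means more loss of mP so more displacement of Bim peptide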
BCLXL inh: inhibitors of human Bcl-xL, primary screen, biochemical, fluorescence polarization, HTS; GST-Bcl-xL / FITC-Bim BH3 peptide fluorescence polarization; Bcl-2-like protein 1 (Homo sapiens), Q07817; 320,000 compounds, 0.7% hits; inhibition, % at 10.9 µM; AID 2129, 2009;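 active = inhibition above the mean of all tested compounds plus 3 SD, cutoff set per campaign, cut at about 30% in these data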;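 note: 0% = DMSO wells and 100% = unlabeled Bim-BH3 peptide competitor; inhibitors lower millipolarization by displacing the labeled peptide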
PME-1 inh: PME-1 inhibitors via competitive probe labeling, primary screen, biochemical, fluorescence polarization, FP-Rh probe, HTS; recombinant PME-1; inhibition, % at 5.9 µM; 320,000 compounds, 0.53% hits;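 active = inhibition above the campaign mean of all compounds plus 3 SD, cut at about 26% in these data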;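 note: competitive labeling of PME-1 active site by serine hydrolase directed probe; 0% = PME-1 with DMSO and 100% = wells lacking PME-1 enzyme; inhibitors block probe labeling so polarization falls and inhibition rises; many of its hits are not listed in these tables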
Target sequence (Q9Y570 whole entry, looked up): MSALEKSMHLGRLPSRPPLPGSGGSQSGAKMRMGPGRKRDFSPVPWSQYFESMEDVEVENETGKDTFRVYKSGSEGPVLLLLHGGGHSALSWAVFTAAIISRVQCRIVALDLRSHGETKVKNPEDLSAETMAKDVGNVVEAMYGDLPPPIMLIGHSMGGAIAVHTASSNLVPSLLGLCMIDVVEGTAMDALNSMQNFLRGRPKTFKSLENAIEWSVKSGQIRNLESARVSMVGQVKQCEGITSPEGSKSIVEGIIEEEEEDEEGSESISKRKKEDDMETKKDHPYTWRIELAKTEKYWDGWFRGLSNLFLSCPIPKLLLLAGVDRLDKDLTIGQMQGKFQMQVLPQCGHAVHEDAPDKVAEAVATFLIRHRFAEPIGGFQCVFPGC
AHR activator: AHR activators, primary screen, cell-based, luminescence, luciferase reporter, human | AHR-responsive luciferase reporter cells | 320,000 compounds, 2.5% hits | Aryl hydrocarbon receptor (Homo sapiens), P35869 | activation, % at 5 µM | AID 2796, 2010; in the data active = activation above about 47%;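 note: 0% = vehicle wells and 100% = reference agonist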
Fam108B counter: mouse Fam108B serine hydrolase inhibitors, primary screen, counter-screen for RBBP9 inhibitor project, biochemical, fluorescence polarization; recombinant Fam108B, FP-Rh probe fluorescence polarization; inhibition, % at 9.51 µM; 300,000 compounds, 0.33% hits; AID 1947, 2009;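 active = inhibition above the screen mean inhibition plus 3 SD, computed separately per campaign, cut at about 18% in these data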;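 note: inhibitors lower polarization as less probe binds the enzyme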
GLD-1 RNA inh: GLD-1/TGE RNA complex disruptors, primary screen, biochemical, fluorescence polarization. Female germline-specific tumor suppressor gld-1 (Caenorhabditis elegans), Q17339. purified GLD-1 + fluorescein TGE RNA. inhibition, % at 5.96 µM. 320,000 compounds, 0.44% hits;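 active = percent inhibition above a per-plate cutoff, the plate mean of test compounds plus 3 SD, cut at about 30% in these data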;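 note: 0% = DMSO wells with GLD-1 and probe and 100% = wells lacking GLD-1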
pPAFAH inh: pPAFAH enzyme inhibitors, primary screen, biochemical, fluorescence polarization, human; Platelet-activating factor acetylhydrolase (Homo sapiens), Q13093; recombinant pPAFAH, FP-rhodamine probe fluorescence polarization; inhibition, % at 3.39 µM; 330,000 compounds, 1.5% hits;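 active = inhibition above the mean inhibition across the screen plus 3 SD, cut at about 25% in these data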;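 note: inhibitors block binding of the rhodamine activity-based probe so polarization drops; 0% = enzyme with DMSO and 100% = wells lacking pPAFAH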
MEX-5 binding: MEX-5 zinc finger RNA-binding disruptors – biochemical, C. elegans, fluorescence polarization, MLPCN library, primary screen. Zinc finger protein mex-5 (Caenorhabditis elegans), Q9XUB2. MEX-5/FITC-TCR2 RNA binding; hits give low values. activity score (negative = inhibition of binding), % at 10 µM. 300,000 compounds, 0.38% hits. AID 1832, 2009;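 active = inhibition past about -25% in most replicates, and total fluorescence under double the plate's negative control median, limit read from the data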;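 note: 0% = DMSO and -100% = 5 µM competing unlabeled TCR2 RNA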
Target sequence (Q9XUB2 whole entry, looked up): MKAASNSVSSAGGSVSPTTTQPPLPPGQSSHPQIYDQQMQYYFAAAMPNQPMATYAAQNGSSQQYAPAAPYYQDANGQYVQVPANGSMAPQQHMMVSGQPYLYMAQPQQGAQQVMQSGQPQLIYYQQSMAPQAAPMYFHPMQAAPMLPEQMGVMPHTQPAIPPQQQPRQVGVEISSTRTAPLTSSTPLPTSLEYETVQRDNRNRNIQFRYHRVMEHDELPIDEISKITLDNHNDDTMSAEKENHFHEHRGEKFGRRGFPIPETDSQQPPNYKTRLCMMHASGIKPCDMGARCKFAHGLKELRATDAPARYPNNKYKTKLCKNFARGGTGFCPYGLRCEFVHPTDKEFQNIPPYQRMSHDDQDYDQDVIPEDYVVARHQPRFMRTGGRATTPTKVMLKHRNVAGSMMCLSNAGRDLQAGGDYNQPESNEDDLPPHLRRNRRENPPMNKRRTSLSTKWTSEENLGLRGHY
An asterisk follows results filed as active; . = not tested or not shown. A portion of the library, so the mix of outcomes need not match the whole.

Results follow in this order: PAFAH1B2 inh	MCL1 BIM primary	BCLXL inh	PME-1 inh	AHR activator	Fam108B counter	GLD-1 RNA inh	pPAFAH inh	MEX-5 binding
- COc1ccc(C(C)=O)cc1CSc1nnc(Nc2c(C)cccc2C)s1
  2	1	2	7	7	1	7	6	-1.5
- CCc1nnc(NC(=O)C2CCC(CNc3c(N4CCC(C)CC4)c(=O)c3=O)CC2)s1 (stereo unspecified)
  7	1	3	0	0	0	-1	2	-1.8
- COc1ccc(C(=O)C2CCN(CC(=O)Nc3ccccc3F)CC2)cc1
  0	-3	-1	-3	0	0	4	-2	0.8
- CCn1cnc2scc(-c3ccc(C)c(C)c3)c2c1=O
  6	-3	6	-1	9	-1	3	-3	2.7
- O=C(Oc1ccc2c(c1)OCO2)c1ccc(F)cc1Cl
  3	3	6	-9	2	1	6	2	0.3
- N#Cc1cccc(NC(=O)CSc2nnc(-c3n[nH]c4ccccc34)o2)c1
  4	1	2	-8	42	-5	-10	7	1.2
- CCN(CC(=O)Nc1ccc(NC(C)=O)cc1)C(=O)c1c(C)nn(-c2ccc(F)cc2)c1Cl
  0	.	.	.	5	.	3	-2	.
- CN(C)S(=O)(=O)Oc1ccsc1C(=O)Nc1ccc(Cl)c(Cl)c1
  -3	0	8	-6	90*	-6	3	-1	-0.1
- COc1ccc(CCNC(=O)c2nonc2N)cc1OC
  0	2	1	8	6	2	-4	-2	1.8
- CCOC(=O)C1CCN(S(=O)(=O)c2c(C(=O)N3CCCCC3)c(C)n(C)c2C)CC1
  3	4	2	3	1	0	-5	2	-0.3
- Cc1ccc(NC(=O)C2CCN(C(=O)N3CCOc4ccccc43)CC2)cc1
  1	2	5	1	3	4	-2	4	3.4
- COC(=O)c1ccc(/C=C/C(=O)c2ccc(OC)c(OC)c2)cc1
  2	3	-1	4	2	-3	-3	1	-0.7
- O=C(c1cc(COc2ccc(F)cc2F)on1)N1CC2C[C@@H]3CC1C[C@H](C2)C3
  7	-2	0	3	4	1	1	4	-0.9
- CC(=O)Nc1ccc(S(=O)(=O)NCCSc2ccccn2)cc1
  3	-20	-9	-3	1	-3	3	7	0.8
- CN1C[C@@H]2C(c3ccc(C(F)(F)F)cc3)C3(c4ccc(C#N)cc4)CC2(C3)[C@H]1c1ccccc1 (stereo partly specified)
  3	-4	1	-4	2	0	-1	0	3.1
- CC(=O)Oc1ccc(-n2c(=O)c3ccccc3c3ccccc3c2=O)cc1
  7	-14	3	0	0	-2	1	3	3.0
- CCOC(=O)c1cc(=O)n(-c2ccc(Cl)cc2C)[nH]1
  3	-4	6	-7	4	2	2	0	-1.4
- Cc1c(Cl)cccc1N=c1c([N+](=O)[O-])nn(-c2ccccc2)n1O
  -3	12	7	4	55*	-1	5	-3	1.0
- O=C(c1cccnc1)N1CCN(C(=O)c2ccccc2F)CC1
  2	-2	4	-3	6	1	0	6	-2.2
- Cc1ccc(Sc2ccc(NC(=O)CCl)cc2)cc1C
  5	10	5	-5	7	2	1	-1	-5.7
- C=CCOC(=O)C1=C[C@H](c2ccc(Br)cc2)C[C@H](OCc2ccc(CO)cc2)O1
  7	-4	5	-2	2	-4	-5	8	1.3
- CC1CCCCN1C(=O)CN1C(=O)NC2(CCCCC2C)C1=O (stereo unspecified)
  -2	8	1	-3	0	.	1	-3	.
- CC(/C=N/NC(=O)c1cccc(F)c1)=C\c1ccccc1
  -2	-1	0	-4	8	-1	3	2	-1.1
- CCCOC(=O)Oc1ccc2c(=O)c(Oc3cc(C)cc(C)c3)coc2c1
  4	5	2	6	2	-3	3	12	0.8
- Cc1cccc(NC(=O)CSc2nnc(Cn3nnc(-c4ccccc4)n3)n2-c2ccccc2)c1
  10	-4	4	-4	4	-14	6	6	0.7
- CCOC(=O)CN(C(=O)CSc1nnc(-c2ccc(OC)c(OC)c2)o1)c1ccccc1
  6	3	7	1	0	-1	0	5	-1.9
- CC(C)c1nnc(NC(=O)C2CCN(C(=O)c3ccco3)CC2)s1
  1	-2	0	-3	1	3	-2	1	0.2
- COc1ccc(-n2c(Cc3cccn3C)nnc2SCC(=O)N2CCCc3ccccc32)cc1
  0	-11	-6	-2	0	0	7	16	.
- O=C(O)c1ccccc1SCC(=O)N1CCCCC1
  2	1	-1	1	4	0	-3	1	0.0
- Brc1cccc(CNCc2cccs2)c1
  3	9	3	-5	-2	1	7	6	-1.1

Carrying on.
Results follow in this order: PAFAH1B2 inh	MCL1 BIM primary	BCLXL inh	PME-1 inh	AHR activator	Fam108B counter	GLD-1 RNA inh	pPAFAH inh	MEX-5 binding
- Nc1nc(F)cc(NCc2ccccc2)n1
  8	-3	14	3	6	2	-8	1	1.3
- COc1cc(CN2CCC(CO)(CCOc3ccccc3)CC2)cc(OC)c1
  -6	-2	2	0	3	2	0	3	-1.2
- N#CC1(NC(=O)CSc2nnc(-c3ccccc3F)n2N)CCCCC1
  5	-10	-15	-1	3	-3	3	2	1.5
- COc1cc(OC)cc(-c2c(-c3ccc(F)cc3)c3cc(-c4cnc(OC)nc4)ccc3n2C)c1
  -3	0	-1	-2	-4	.	2	4	.
- CS(=O)(=O)c1ccc(-c2sc3cc4c(cc3c2C(=O)NN2CCOCC2)OCO4)cc1
  7	.	.	.	2	.	-3	-1	.
- CC(=O)c1c(O)cc(C)n(Nc2nc(C)cc(C)n2)c1=O
  8	2	4	5	15	0	1	2	-6.5
- Cc1ccc(-n2cc(C(=O)c3ccccc3O)cn2)cc1
  -2	4	10	-1	-5	-2	-4	6	-0.8
- COc1ccccc1N(CC(=O)N1CCN(c2ccccc2)CC1)S(=O)(=O)c1ccc(C)cc1
  5	4	6	-1	0	8	3	7	0.4
- CC(=O)N(C)c1ccc(NC(=O)C(Sc2ccccc2)c2ccccc2)cc1 (stereo unspecified)
  .	-5	-1	0	6	-1	-7	-1	-1.6
- COC(=O)c1cn(Cc2ccccc2C)nn1
  -2	5	10	-4	0	2	5	5	1.2
- CN(CC(=O)NCc1ccc(F)cc1)S(=O)(=O)c1cccc2nsnc12
  3	0	5	0	4	0	6	4	-1.6
- O=C(C1CCCCC1)N1CCCC(c2nc(-c3ccc(F)cc3)no2)C1 (stereo unspecified)
  -3	-2	-1	2	3	4	-5	0	-0.2
- Cc1cc(C(=O)Nc2ccccc2C(=O)O)c(C)o1
  -3	-13	-5	-3	-2	-1	-1	2	1.5
- Cc1cc(C)c(N=Cc2c(O)n(-c3nccs3)c(=O)c3ccccc23)c(C)c1
  -3	1	6	-7	-3	-9	2	0	-0.9
- Cc1ccc(S(=O)(=O)NCc2ccco2)c(C)c1C
  2	11	6	-3	7	7	1	5	-0.1
- Cc1ccc(OCCCC(=O)Nc2ccc(N3CCOCC3)cc2)cc1
  -3	-2	-3	-4	1	0	-1	-3	0.0
- Cc1nn(Cc2noc(C(=O)NCCc3ccccn3)n2)c(C)c1Br
  0	-4	7	-8	2	0	1	-4	-2.0
- NC(=O)C1CCN(C(=O)c2cnn(-c3ccccc3)c2NC(=O)c2ccco2)CC1
  4	0	-1	-10	-3	1	3	4	-2.4
- O=[N+]([O-])c1ccc(/C=N/NC(=S)Nc2ccc(Cl)cc2Cl)s1
  6	-3	-4	10	17	13	-12	12	-0.7
- COc1ccc(S(=O)(=O)N2CCCC(C(=O)Nc3cccc(C(C)=O)c3)C2)cc1 (stereo unspecified)
  5	0	-1	-2	0	1	-4	2	2.2
- O=C(N/N=C/c1ccccc1)c1ccc(-c2ccccc2)cc1
  0	4	5	-11	7	-3	5	69*	-1.4
- CC1CCN(C(=O)COC(=O)c2cccc(NS(=O)(=O)c3ccccc3)c2)CC1
  5	0	-2	1	4	2	-2	8	1.3
- CCN(CC)S(=O)(=O)c1ccc(Cl)c(NC(=O)COc2ccc(OC)cc2)c1
  2	0	6	-3	-1	-4	10	0	-0.1
- COCCn1c(SCC(=O)NCC2CCCO2)nc2c(c1=O)SC(C)C2 (stereo unspecified)
  4	-3	-3	5	3	-3	-6	8	1.9
- CC(=O)c1c(C)[nH]c(C(=O)OCC(=O)Nc2sc3c(c2C#N)CCC(C)C3)c1C (stereo unspecified)
  -2	7	6	-1	2	-15	3	9	0.9
- Cc1ccc(C)c(-c2ccc(=O)n(Cc3c(F)cccc3Cl)n2)c1
  3	0	1	7	18	0	2	2	2.0
- O=C(NCCCNC(=O)c1ccco1)c1ccc(Cl)c(Cl)c1
  -1	2	3	1	-1	-2	1	3	2.5
- Cc1cc(N2CCOCC2)ccc1/C=C1\NC(=O)N(Cc2ccccc2F)C1=O
  6	-1	2	4	17	-2	-10	6	-6.0
- CCN(C(=O)N1CCOCC1)c1ccccc1
  5	5	1	3	-3	3	1	4	0.3
- O=S(=O)(Cc1cc(Cl)nc(-c2ccccc2)n1)c1ccccc1
  4	-3	-6	7	4	0	7	-2	0.2

Later entries:
Results follow in this order: PAFAH1B2 inh	MCL1 BIM primary	BCLXL inh	PME-1 inh	AHR activator	Fam108B counter	GLD-1 RNA inh	pPAFAH inh	MEX-5 binding
- CN(C)C(=O)C1Cc2ccccc2CN1S(=O)(=O)c1cccs1 (stereo unspecified)
  -1	-1	5	4	0	3	2	6	-0.9
- CN(C)CCCNC(=O)c1cc(C(=O)c2ccccc2F)c[nH]1
  -2	5	-1	-2	3	0	2	6	0.1
- O=C(COc1ccccc1)Nc1ccc(Cl)cn1
  2	3	6	-5	-5	2	-4	-2	-1.0
- Cc1cc(C)c2ccc(=O)n(CC(=O)N/N=C/c3ccccc3Cl)c2n1
  5	7	5	2	2	-2	1	1	1.9
- CCOC(=O)n1c(=O)n(Cc2ccc(Cl)cc2Cl)c2ccccc21
  4	-3	0	2	-8	4	3	0	-4.5
- Cc1c(N=C2NN=C(c3ccc(Cl)cc3)CS2)c(=O)n(-c2ccccc2)n1C
  5	4	5	0	4	-1	5	0	-0.6
- CC(C)CN(CC(C)C)c1nnc(NC(=O)Cn2c(=O)oc3ccccc32)s1
  -25	3	2	-2	-1	-2	3	11	-1.4
- O=C(CSc1ccc2nnc(-c3ccccn3)n2n1)NCc1ccc2c(c1)OCO2
  2	7	6	4	17	2	1	4	0.0
- O=C(NCc1cccc(Cl)c1)C1CCC(=O)N(CCCN2CCCC2=O)C1 (stereo unspecified)
  -1	4	-2	1	2	2	2	2	0.2
- O=C1CS(=O)(=O)c2ccccc2N1
  3	6	0	-4	1	-2	9	-1	-1.5
- O=C(/C=C/c1cn(-c2ccccc2)nc1-c1cccc(Cl)c1)N1CCN(c2ccccn2)CC1
  -14	2	3	-26	3	-33	1	3	-0.1
- COc1ccc(C2=CC(c3cccc(OC)c3)n3nnnc3N2)cc1 (stereo unspecified)
  1	38	29	-1	15	5	15	8	-17
